Assay outcomes deposited in PubChem BioAssay by National Center for Advancing Translational Sciences (NCATS).
ALDH1A1 block – qHTS Assay for Inhibitors of Aldehyde Dehydrogenase 1 (ALDH1A1) | Aldehyde dehydrogenase 1A1 (Homo sapiens), P00352 | 7.3% of 220,000 active | Purified ALDH1A1, NADH fluorescence, propionaldehyde substrate | Potency, µM (highest dose often 75.3 µM), inactives show at the highest dose activity, negative = inhibition, most hits filed as inhibitors | AID 1030, 2008; active = well fitted inhibition curve with a large enough effect, not every such curve was filed as active; inconclusive = small, poorly fitted or top-dose-only effect, or another doubt; inactive = no such curve, though single readings can be large or run the other way;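 note: plate controls were no enzyme wells and a reference inhibitor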
KDM4E inh – qHTS Assay for Inhibitors of Human Jumonji Domain Containing 2E (JMJD2E); Lysine-specific demethylase 4E (Homo sapiens), B2RXH2; JMJD2E catalytic domain, FDH-coupled NADH fluorescence (FDH is formaldehyde dehydrogenase); Potency, µM (doses to about 57.1 µM), without a hit: at the top dose activity change, negative = inhibition, actives largely listed as inhibitors; 1.6% of 230,000 active; AID 2147, 2009; active = well fitted inhibition curve with a large enough effect, not every such curve was filed as active; inconclusive = small, poorly fitted or top-dose-only effect, or another doubt; inactive = no such curve, though single readings can be large or run the other way;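 note: 0% = wells with enzyme and -100% = buffer wells without enzyme; nearly all actives have a fitted effect of over 50% in size; many of its hits are not listed in these tables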
Tau fibril ThT – qHTS for Inhibitors of Tau Fibril Formation, Thioflavin T Binding. Microtubule-associated protein tau (Homo sapiens), P10636. recombinant tau K18 P301L (four-repeat tau fragment), heparin-induced fibrillization, ThT fluorescence. Potency, µM (doses to about 57.4 µM), for inactives: at the top dose activity, negative = inhibition, hits mostly inhibitors. 2.1% of 270,000 active. AID 1460, 2008; note: % is set by controls: 0 for no effect and ±100 for the full control effect; nearly all actives have a fitted effect of over 55% in size
Target sequence (P10636 561-689 P618L limits assumed): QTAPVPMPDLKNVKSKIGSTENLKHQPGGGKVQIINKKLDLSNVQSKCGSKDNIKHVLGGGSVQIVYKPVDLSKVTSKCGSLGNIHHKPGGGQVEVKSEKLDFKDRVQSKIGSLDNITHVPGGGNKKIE
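Aggregation was driven by heparin (20 uM final) acting on recombinant tau […] bearing P301L in 100 mM sodium acetate pH 7; fibrils were detected with Thioflavin T.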
L3MBTL1 block – qHTS Assay for the Inhibitors of L3MBTL1; AlphaScreen L3MBTL1–H3K9me1 peptide binding; Potency, µM (highest dose often 57.1 µM), without a hit: at the highest dose activity, negative = inhibition, usual class: inhibitors; 0.66% of 230,000 active; note: % is set by controls: 0 for no effect and ±100 for the full control effect; nearly all actives have a fitted effect of over 60% in size
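L3MBTL1 50 nM + b-AHA-H3(1-15)K9me1 75 nM, 30 min RT; compound added, 30 min RT; streptavidin donor/Ni-chelate acceptor beads 10 ug/mL each final, 30 min RT dark; AlphaScreen read.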
LMNA splice mod – qHTS Assay for Modulators of Lamin A Splicing | 0.01% of 200,000 active | Potency, µM (titrated, usually from 46.1 µM), inactives show at the highest dose ratio change, negative = inhibition, usual class: inhibitors | HeLa LMNA splicing GFP/RFP minigene ratio, 48 h; active = well fitted inhibition curve with a large enough effect in the signal ratio, with a control signal flat, not every such curve was filed as active; inconclusive = small, poorly fitted or top-dose-only effect, or effect the other way, or a change in a side signal; the % refers to the signal ratio; note: % is set by controls: 0 for no effect and ±100 for the full control effect
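Read-out is the ratio of GFP to DsRed2 object intensity, acquired by 488 nm laser-scanning cytometry on HeLa lamin A-EGFP minigene reporter cells. Compound incubation 48 hrs at 37 °C in Opti-MEM with 2% FBS; DMSO 0.5% final.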
RECQ1 inh – qHTS Assay for Inhibitors of RecQ-Like Dna Helicase 1 (RECQ1) | RECQ1 DNA unwinding, red fluorescence kinetic read | Potency, µM (series often up to 57.3 µM), for the others: top-dose activity, negative = inhibition, usual class: inhibitors | 0.54% of 240,000 active;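 note: plate controls were vehicle for no effect and no enzyme for full effect; nearly all actives have a fitted effect of over 30% in size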
Target sequence (P46063 whole entry, looked up): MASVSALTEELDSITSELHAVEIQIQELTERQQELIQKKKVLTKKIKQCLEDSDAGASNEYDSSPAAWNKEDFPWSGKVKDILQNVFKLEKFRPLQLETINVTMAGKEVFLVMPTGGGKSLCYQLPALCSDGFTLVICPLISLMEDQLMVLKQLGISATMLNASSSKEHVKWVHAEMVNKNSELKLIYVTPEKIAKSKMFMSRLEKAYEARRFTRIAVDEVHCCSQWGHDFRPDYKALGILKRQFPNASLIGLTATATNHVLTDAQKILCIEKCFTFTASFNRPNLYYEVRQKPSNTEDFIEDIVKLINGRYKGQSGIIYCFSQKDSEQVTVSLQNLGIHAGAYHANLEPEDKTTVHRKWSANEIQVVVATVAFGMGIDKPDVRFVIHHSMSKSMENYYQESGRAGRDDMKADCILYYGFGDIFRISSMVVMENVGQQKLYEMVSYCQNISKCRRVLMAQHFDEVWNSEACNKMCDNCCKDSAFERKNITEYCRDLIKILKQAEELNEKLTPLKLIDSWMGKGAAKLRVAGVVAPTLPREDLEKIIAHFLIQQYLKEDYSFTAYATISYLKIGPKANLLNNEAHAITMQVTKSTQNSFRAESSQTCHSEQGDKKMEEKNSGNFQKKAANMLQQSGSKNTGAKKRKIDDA
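RECQ1T1 50 nM; forked duplex (20 bp + 30-nt ss tails) 200 nM, ATP 2 mM final; pH 8.0, 2 mM MgCl2, 2.5 ug/ml poly(dI-dC); 15 min compound preincubation; discontinuous kinetic read over 2 h at RT.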
Luc counter – Counterscreen for Luciferase (Kinase-Glo TM) Inhibition | Luciferin 4-monooxygenase (Photuris pensylvanica), Q27757 | Kinase-Glo luciferase, ATP luminescence, 8 min | Potency, µM (titrated, usually from 38.3 µM), without a hit: at the top dose activity change, negative = inhibition, hits mostly inhibitors | 0.28% of 200,000 active | AID 1379, 2008; note: % is set by controls: 0 for no effect and ±100 for the full control effect; nearly all actives have a fitted effect of over 60% in size
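Luminescence was the read-out, taken after 8-minute incubation at ambient temperature. Luciferase turned over luciferin with 10 uM ATP in imidazole pH 7.2 buffer containing KCl, MgCl2, Tween 20 and BSA.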
SMN2 splice enh – qHTS Assay for Enhancers of SMN2 Splice Variant Expression; Potency, µM (doses to about 46.1 µM), without a hit: top-dose activity change, positive = activation, usual class: activators; HEK293 SMN2-luciferase splicing reporter, luminescence, 30-36 h; 2.8% of 210,000 active; note: % of control where 0% means no effect; nearly all actives have a fitted effect of over 55% in size
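HEK293 cells carry an SMN2 minigene-luciferase reporter in which exon 7 inclusion puts luciferase in frame. Cells were seeded at 2000 cells/well, attached for 10-12 hours, then exposed to compounds for 30-36 hours at 37C before ONE-Glo luminescence.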
* hit, by the source's call; i = inactive; ? = inconclusive; / = not tested or not shown; [ ] = dose if it differs, or a comment. Unless noted, calls come from the whole dose curve; as a rule, active = well fitted curve in the direction sought with a large enough effect; inconclusive = small, poorly fitted or top-dose-only effect, or another doubt; inactive = no such curve, though single readings can be large; an effect the other way counts as inactive or inconclusive. Potency is the fitted concentration of half-maximal effect.

SMILES | ALDH1A1 block | KDM4E inh | Tau fibril ThT | L3MBTL1 block | LMNA splice mod | RECQ1 inh | Luc counter | SMN2 splice enh
CNC(=O)C1(C)C=CC2(CCCCC2)N1C(=O)OC (stereo not given) | 1% | -12% | -1% | / | / | 2% | -4% | -13%
O=C(N=Nc1c(O)n(Cc2ccccc2)c2ccccc12)c1ccncc1 | / | 3% | 16µM* | ? | / | -12% | / | /
O=C(Cn1c(=O)oc2ccccc21)NCc1ccco1 | 14% | 2% | -7% | 3% | -1% | -11% | 2% | -7%
CCOC(=O)c1[nH]c(C)c(/C(O)=C2\C(=O)C(=O)N(CCN(C)C)C2c2ccco2)c1C (stereo not given) | 4% | -8% | -16% | / | 2% | i | -2% | 16%
O=C(NCCOC(=O)C1COc2ccccc2O1)C1COc2ccccc2O1 (stereo not given) | -3% | -5% | -9% | 10% | 11% | -5% | -3% | 14%
O=C1c2ccccc2CN1CCSC(=S)N1CCOCC1 | ? | 0% | -5% | 5% | -1% | 7% | -4% | 13µM*
CCOC(=O)N1CCC(NC(=O)CSCc2nc(-c3sccc3C)oc2C)CC1 | ? | ? | -19% | / | -13% | -9% | -1% | -32%[inhibitor]
COC(=O)CC1COc2ccccc2N1C(=O)c1cccc(Cl)c1 (stereo not given) | -5% | -2% | 0% | 9% | -8% | i | 0% | -7%
COC(=O)c1ccccc1NC(=O)CCCn1nc([N+](=O)[O-])c(Br)c1C | ? | -8% | -10% | / | 12%[46 µM] | -1% | 2% | 2%
COCCNC(=O)C(c1ccc(F)cc1)N(Cc1ccco1)C(=O)CCC(=O)Nc1nccs1 (stereo not given) | 10% | -2% | 7% | -2% | 1% | -9% | 0% | -10%

Results in ALDH1A1 block, RECQ1 inh and Luc counter, for two of the compounds above:
structure | ALDH1A1 block | RECQ1 inh | Luc counter
O=C1c2ccccc2CN1CCSC(=S)N1CCOCC1 | ? | 7% | -4%
COCCNC(=O)C(c1ccc(F)cc1)N(Cc1ccco1)C(=O)CCC(=O)Nc1nccs1 (stereo not given) | 10% | -9% | 0%

Later entries:
SMILES | ALDH1A1 block | KDM4E inh | Tau fibril ThT | L3MBTL1 block | LMNA splice mod | RECQ1 inh | Luc counter | SMN2 splice enh
Cc1nn(-c2nc3ccccc3s2)c(N)c1-c1ccccc1 | ? | -5% | ? | -11% | 1% | -6% | -28% | 7.1µM*
O=C(NCc1csc(-c2cccs2)n1)c1ccccc1 | -11% | ? | -5% | 10% | -4%[46 µM] | i | / | /
CS(=O)(=O)c1ccc(C(=O)Nc2ccc(N3CCOCC3)cc2)c(Cl)c1 | 14% | 0% | ? | 3% | 32%[46 µM] | i | 3% | 2%
COc1ccc(S(=O)(=O)N2CCC(C(=O)N3CCCCCC3)CC2)cc1 | ? | 6% | -17% | / | -5% | -6% | -3% | -27%
COc1cc(OC)cc(C(=O)NC(=S)NCc2ccco2)c1 | ? | 0% | -1% | 5% | 0% | -9% | -3% | -14%
CC(CC(=O)Nc1cc([N+](=O)[O-])ccc1Cl)c1ccccc1 (stereo not given) | -6% | 3% | -19% | -6% | 4% | -12% | -4% | -6%
O=C(NCc1ccc2c(c1)OCO2)C1COc2ccccc2O1 (stereo not given) | 0% | 0% | -2% | -13% | -8% | -4% | 2% | 25%
Cc1cc(C)c2[nH]c(=O)c(CN(Cc3ccc4c(c3)OCO4)Cc3nnnn3C3CCCC3)cc2c1 | ? | ? | -5% | / | -14% | i | -5% | 22%
COc1ccc(Cl)cc1-c1ccc(C(=O)O)o1 | ? | / | -5%[126 µM] | / | / | -7%[126 µM] | -2%[39.9 µM] | /
CS(=O)Cc1cc(Sc2ccccc2)nc(-c2cccnc2)n1 (stereo not given) | ? | 9% | 9% | 8% | -11%[9.22 µM] | -6% | 2% | -11%
Cn1ccc(C(=O)N2CCCc3ccccc32)n1 | 13% | 6% | -4% | -1% | 11% | -3% | -2% | 5%
C=CCOC(=O)C1=C(C)NC(SCC(=O)Nc2ccc(C)c(Cl)c2)=C(C#N)C1c1ccco1 (stereo not given) | ? | ? | -12% | 2% | -1% | -10% | -2% | -8%
N#Cc1c2n(c3c(=O)n(Cc4ccc(Cl)cc4)cnc13)CCCC2 | -4% | ? | -1% | 8% | -2% | 0% | 1% | 5%
O=C(CSc1ncn[nH]1)Nc1nc(-c2cccc([N+](=O)[O-])c2)cs1 | 18µM* | 15% | ? | -4% | / | -3% | / | /
COc1ccccc1C(=O)NC(C)C(c1cccs1)N1CCOCC1 (stereo not given) | -3% | 6% | -10% | 3% | 11% | -3% | 4% | -6%
COC(=O)C1C(=O)C(C(=O)/C=C/c2ccco2)C(=O)CC1(C)C (stereo not given) | 9% | 2% | -17% | / | / | i | 0% | -3%
COCc1cc(C)nc(SCC(=O)NCc2ccco2)c1C#N | 0% | 5% | 4% | -9% | 5% | -11% | 4% | ?
O=C(Cn1c(=O)n(CCc2c[nH]c3ccccc23)c(=O)c2cccnc21)Nc1ccccc1F | -10% | -4% | -3% | -10% | -5% | -12% | 11% | 8%
C=CCN1CC(C(=O)N2CCC(Cc3ccc(Cl)cc3)(C(=O)OCC)CC2)CC1=O (stereo not given) | / | 1% | 4% | 0% | / | -5% | / | /
O=C(Nc1ccccc1)Nc1cc(Cl)cc(Cl)c1 | -9% | -5% | ? | / | -21% | -8% | 2% | -9%
Cc1nnc(SCc2ccccc2)n(N)c1=O | ? | ? | 3% | 10% | -6% | -1% | -1% | -5%
O=C(O)c1ccccc1C(=O)NCc1ccc(F)cc1 | 10% | 4% | 2% | 3% | 16% | -9% | -1% | -5%
CC12CCC(C(=O)N(Cc3ccccc3)Cc3ccccc3)(OC1=O)C2(C)C (stereo not given) | -1% | -5% | -19% | / | 5% | -14% | -1% | -13%
C=C1CC2C=C(NC(C)=O)CC(C1)C2 (stereo not given) | 4% | 4% | -1% | -1% | -3% | -1% | -4% | 7%
COc1cc(NC(=O)CSc2nc3ccccc3cc2C)c(C(=O)O)cc1OC | 2% | ? | ? | 3% | -11% | -6% | 1% | -2%
CCOc1ccccc1NC(=O)C1CCN(C(=O)Cc2ccccc2)CC1 | 6% | -7% | 4% | 14% | / | i | -1% | -7%
CC1CC(O)C(C)CN1 (stereo not given) | / | 1% | -3% | 2% | / | 3% | / | /
C=CCc1cccc2cc(C(=O)NC3CCCC3)c(=O)oc12 | ? | ? | -9% | 18% | / | 20% | 1% | -3%
CC(C)CCSc1cc(NCCO)c([N+](=O)[O-])c2nonc12 | ? | -20% | ? | -8% | 2%[46 µM] | 0% | 5% | -34%[inhibitor]
CCCNc1ncccc1C(N)=O | ? | ? | -6% | 7% | 1% | -8% | 0% | -10%

As a short view, 2 of the compounds above.
SMILES | ALDH1A1 block | KDM4E inh | Tau fibril ThT | L3MBTL1 block | LMNA splice mod | RECQ1 inh | Luc counter | SMN2 splice enh
CC1CC(O)C(C)CN1 (stereo not given) | / | 1% | -3% | 2% | / | 3% | / | /
C=CCc1cccc2cc(C(=O)NC3CCCC3)c(=O)oc12 | ? | ? | -9% | 18% | / | 20% | 1% | -3%

Further records.
SMILES | ALDH1A1 block | KDM4E inh | Tau fibril ThT | L3MBTL1 block | LMNA splice mod | RECQ1 inh | Luc counter | SMN2 splice enh
CC(=O)/C(=C/c1ccc(N(C)C)cc1)C(=O)c1ccccc1 | ? | -5% | 18µM* | -19% | ? | -3% | -1% | -8%
CC1(C)CC(=O)C(C=NCC2CCCO2)=C(O)C1 (stereo not given) | 6% | -2% | -12% | 0% | -2% | -10% | -3% | 23%
Cc1ccc([N+](=O)[O-])cc1NC(=O)c1ccoc1C | 20µM* | -5% | -8% | -7% | 10% | i | 2% | 10%
O=C(COc1ccccc1Br)c1ccc(O)cc1O | -1% | -4% | -1% | -3% | ? | i | -2% | 4%
COc1cccc(NC(=O)COC(=O)c2c(-c3ccccc3)noc2C)c1 | 10% | 4% | -5% | -3% | -1% | i | -3% | -30%[inhibitor]
CSC1=N/C(=C\C=C\c2cccs2)C(=O)S1 | -9% | 1% | 14µM* | 20µM* | 12% | -26% | -4% | 17%
O=C(c1cnccn1)N1CCC[C@@]2(CCN(Cc3nccs3)C2)C1 | -1% | / | / | / | / | -10% | -2% | -4%
O=C(O)CN1C(=O)Nc2ccc(Br)cc2C1c1ccccc1 (stereo not given) | 7% | 0% | 8% | -5% | 2% | -4% | -1% | -17%

Four compounds out of the list above, ordered by the number in ALDH1A1 block, high to low:
Structure	ALDH1A1 block	KDM4E inh	Tau fibril ThT	L3MBTL1 block	LMNA splice mod	RECQ1 inh
O=C(O)CN1C(=O)Nc2ccc(Br)cc2C1c1ccccc1 (stereo not given)	7%	0%	8%	-5%	2%	-4%
CC1(C)CC(=O)C(C=NCC2CCCO2)=C(O)C1 (stereo not given)	6%	-2%	-12%	0%	-2%	-10%
O=C(COc1ccccc1Br)c1ccc(O)cc1O	-1%	-4%	-1%	-3%	?	i
CSC1=N/C(=C\C=C\c2cccs2)C(=O)S1	-9%	1%	14µM*	20µM*	12%	-26%

These rows are one share of the data; count on the stated rates, not on these rows.
